# PfGluPho inh – PfG6PD (Plasmodium falciparum) enzyme inhibition; PfGluPho enzyme, NADPH resazurin-diaphorase fluorescence; inhibition, % at 20 µM; 0.78% of 350,000 active;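 active = inhibition reaching at least a set limit at 20 µM in the primary screen, cut at about 59% in these data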;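 note: 0% = DMSO wells with substrate and 100% = DMSO wells lacking glucose-6-phosphate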
# ATG4B inhibitor – blocks human ATG4B protease cleavage of LC3 substrate. Q9Y4P1. ATG4B cleavage of LC3-PLA2, NBD-HPC fluorescence, 1 h. inhibition, % at 8.33 µM. 0.51% of 340,000 active. AID 504462; in the data active = inhibition above about 40%
# Target sequence (Q9Y4P1 whole entry, looked up): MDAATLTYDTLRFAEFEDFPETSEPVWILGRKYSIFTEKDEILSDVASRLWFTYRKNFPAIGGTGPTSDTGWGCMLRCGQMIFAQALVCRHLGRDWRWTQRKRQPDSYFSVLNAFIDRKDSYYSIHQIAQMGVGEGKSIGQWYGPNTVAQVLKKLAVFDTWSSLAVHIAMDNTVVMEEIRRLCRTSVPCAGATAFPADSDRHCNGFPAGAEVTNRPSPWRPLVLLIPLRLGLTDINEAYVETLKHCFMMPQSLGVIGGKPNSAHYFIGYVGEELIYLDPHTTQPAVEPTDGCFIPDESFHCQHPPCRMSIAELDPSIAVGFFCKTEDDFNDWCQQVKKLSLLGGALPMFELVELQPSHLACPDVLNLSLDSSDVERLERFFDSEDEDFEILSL
# hIAP act – increases human intestinal alkaline phosphatase activity; 0.16% of 330,000 active; purified human IAP, CDP-Star luminescence, 30 min; active compounds read high; 1 = vehicle-only enzyme, 0 = enzyme-free background; activation factor at 10 µM;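 active = activation factor of the enzyme at least 2-fold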; note: the source names both 10 and 20 µM as test concentration; values of inactives mirror those of a sister screen read the other way
# mIAP block – blocks mouse intestinal alkaline phosphatase | purified mouse IAP, CDP-Star luminescence, 30 min | 0.2% of 330,000 active | AID 2806 | inhibition, % at 10 µM;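 active = inhibition of at least 40% at 10 µM in the primary screen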;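 note: plate controls were DMSO with enzyme for no effect and no enzyme wells for full effect; values of inactives mirror those of a sister screen read the other way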
# mIAP act – increases mouse intestinal alkaline phosphatase activity; muIAP, CDP-Star luminescence, 30 min; active compounds read high; 1 = vehicle-only enzyme signal, 0 = enzyme-free wells; activation factor at 10 µM; 0.24% of 330,000 active; AID 2805;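 active = activation factor of at least 2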; note: the source names both 10 and 20 µM as test concentration; values of inactives mirror those of a sister screen read the other way
#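 Assay system: mouse IAP enzyme; Reagent: CDP-Star chemiluminescent phosphatase substrate; Compound: DMSO-dissolved test compounds; Incubation: 30 min, room temperature; Technique: luminescence from enzymatic CDP-Star hydrolysis; Controls: DMSO-only wells and no-enzyme negative control.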
# A3A deaminase – human APOBEC3A DNA deaminase inhibition. P31941. recombinant A3A, FAM/TAMRA ssDNA deamination fluorescence. inhibition, % at 20 µM. 0.41% of 330,000 active;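 active = at least 40% inhibition at 20 µM here, with at most 30% in a related deaminase screen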;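 note: plate controls were A3A with DMSO for no effect and wells lacking A3A enzyme for full effect; some results filed as inactive read as strong as hits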
# Target sequence (P31941 whole entry, looked up): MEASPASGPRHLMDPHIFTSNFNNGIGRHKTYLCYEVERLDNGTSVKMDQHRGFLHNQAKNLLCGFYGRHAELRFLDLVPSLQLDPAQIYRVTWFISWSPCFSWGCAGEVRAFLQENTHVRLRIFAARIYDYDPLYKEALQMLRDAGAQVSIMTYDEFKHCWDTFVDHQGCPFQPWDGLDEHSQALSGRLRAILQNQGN
# HKDC1 inh – blocks human hexokinase HKDC1 activity. inhibition, % at 20 µM. recombinant HKDC1, G6PDH/diaphorase resazurin coupled fluorescence. Q2TB90. 0.16% of 340,000 active;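 active = inhibition above about 35% when tested at 20 µM, limit read from the data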;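 note: plate controls were DMSO wells with enzyme for no effect and DMSO wells lacking enzyme for full effect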
#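 test system = in-house recombinant HK5 (HKDC1) enzyme | amount = HKDC1 at 5 µg/mL | control set = DMSO-enzyme wells negative, buffer-substituted wells positive | compound = one dose of 20 µM, 1% DMSO | schedule = reaction time 90 min, room temperature, protected from light | technique = resorufin fluorescence at 613 nm | reagent = glucose with 1 mM ATP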
# hIAP inh – blocks human intestinal alkaline phosphatase; P09923; purified IAP, CDP-Star luminescence, 30 min; inhibition, % at 10 µM; 0.12% of 330,000 active;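 active = inhibition reaching a set limit with compound at 10 µM in the primary screen, cut at about 35% in these data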;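 note: plate controls were DMSO wells with enzyme for no effect and no-enzyme buffer wells for full effect; values of inactives mirror those of a sister screen read the other way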
# * = called active by the depositor; nt = no result given. Rows were taken by chance. Share with any hit: about 2.4%.
PfGluPho inh,ATG4B inhibitor,hIAP act,mIAP block,mIAP act,A3A deaminase,HKDC1 inh,hIAP inh,molecule
-17,-9,0.94,10,0.9,-2,-4,6,N#C/C(=N\Nc1ccccc1F)C(=N)N1CCCCC1
3,3,1.2,8,0.92,0,-7,-24,O=[N+]([O-])c1cccnc1NCCc1ccccc1
-10,-10,0.87,7,0.93,-2,-7,13,COc1ccc(NC(=O)c2ccc(-c3nn(C)c(=O)c4ccccc34)cc2)cc1C(N)=O
-7,0,0.95,1,0.99,-4,-3,5,CCCc1cc(C(=O)Nc2ccc(F)cc2F)no1
-18,5,1,8,0.92,-11,0,-1,CCCCC1CCC(C(=O)NC2CCS(=O)(=O)C2)CC1 (stereo not given)
-11,-5,0.98,6,0.94,-5,-2,2,O=C(NCC(=O)N(c1cccc(F)c1)C(C(=O)NC1CCCC1)c1cccnc1)c1ccco1 (stereo not given)
-1,8,1.1,-4,1,-5,-5,-14,COc1cccc(NC(=O)CCN2CCOCC2)c1
15,12,0.83,5,0.95,-1,5,17,COc1ccc(/C=N/n2c(N)nc(-c3ccccc3)c2-c2ccccc2)cc1
-4,-12,0.84,11,0.89,2,-5,16,Cc1c(N(C(=O)CNC(=O)c2ccccc2)C2(C(=O)NC3CCCCC3)CCCCC2)c(=O)n(-c2ccccc2)n1C
-4,-9,0.86,4,0.96,-1,-1,14,CC(=O)Nc1ccc(C2Nc3ccccc3C(=O)N2C2CCCCC2)cc1 (stereo not given)
3,2,0.92,-18,1.2,-1,-7,8,Cc1ccc(C)c(NC(=S)NC(NC(=O)OCc2ccccc2)C(Cl)(Cl)Cl)c1 (stereo not given)
-16,-2,1.1,4,0.96,-4,2,-13,O=C1CCc2cc(NS(=O)(=O)c3ccccc3)cc3c2N1CCC3
9,2,1.3,-3,1,2,3,-27,O=C1c2ccc([N+](=O)[O-])cc2C(=O)N1c1ccc([N+](=O)[O-])cn1
-8,-9,0.92,2,0.98,-1,-7,8,O=C(NCc1ccccc1)c1cc(=O)[nH]c2ccccc12
6,-2,1.1,-1,1,-4,-1,-12,COc1ccc(-c2nc(CS(=O)CC(=O)NCCCN3CC(C)CC(C)C3)c(C)o2)cc1OC (stereo not given)
-9,2,1.2,2,0.98,-7,-5,-16,Cc1cc(=O)[nH]c(Nc2ccc(Cl)cc2)n1
9,5,1.2,-6,1.1,0,5,-22,Cc1cc(C(=O)CCC(=O)NCC(=O)Nc2c(C)cccc2C)c(C)s1
15,-2,nt,-3,1,2,0,nt,COc1ccc(N[C@@H]2CCN3C(=O)c4ccccc4[C@@H]3C[C@H]2O)cc1
-11,4,0.9,7,0.93,1,-8,10,C=CCN(c1nc(C)cc(OC)n1)S(=O)(=O)c1ccccc1
-4,-8,1.1,6,0.94,3,-3,-7,CC(C)(C)c1ccc(C(=O)Nc2ccc(C=C(C#N)C#N)cc2)cc1
12,-8,1.1,0,0.99,-4,-21,-13,CCOC(=O)CC1=CC(C)(CC(=O)OCC)C(C#N)(C#N)C(N)=C1C#N (stereo not given)
39,4,0.91,-7,1.1,-3,4,9,COc1cc(C)ccc1OC(C)C(=O)Nc1ccc(N2CCCCC2)cc1 (stereo not given)
nt,nt,1.2,-1,1,1,nt,-20,CN1C(=O)NC(c2ccccc2)C2=C1CN(Cc1ccccc1)C2=O (stereo not given)
9,1,1,11,0.89,-2,1,-1,Cc1nc(SCc2nc3c(O)cccc3[nH]2)c2oc3ccccc3c2n1
12,2,0.98,-4,1,4,-4,2,CCOC(=O)c1cc(-c2cccnc2)nn1-c1ccccn1
-13,2,1.2,2,0.98,-2,-2,-18,O=C(CCSc1ccccc1)Nc1nc2c(s1)COc1ccccc1-2
-9,-5,0.93,-13,1.1,1,3,7,Cc1[nH]c2ccccc2c1C(=O)C(=O)N1CCN(c2ccccc2)CC1
16,-1,1.1,4,0.96,-1,-5,-10,CC(OC(=O)C1CC(=O)N(Cc2ccccc2)C1)C(=O)Nc1ccccc1[N+](=O)[O-] (stereo not given)
10,-3,1,1,0.99,6,2,0,Clc1ccc(-c2nc3ncccn3c2Cl)cc1
4,-34,0.91,-1,1,0,1,9,COc1ccc(OC)c(COC(=O)c2cccc(S(=O)(=O)N3CCCCC3)c2)c1

# 5 entries from above, sorted by the number in PfGluPho inh, falling.
Compound	PfGluPho inh
COc1cc(C)ccc1OC(C)C(=O)Nc1ccc(N2CCCCC2)cc1 (stereo not given)	39
CCOC(=O)c1cc(-c2cccnc2)nn1-c1ccccn1	12
Cc1nc(SCc2nc3c(O)cccc3[nH]2)c2oc3ccccc3c2n1	9
COc1ccc(OC)c(COC(=O)c2cccc(S(=O)(=O)N3CCCCC3)c2)c1	4
O=C(CCSc1ccccc1)Nc1nc2c(s1)COc1ccccc1-2	-13

# Additional results.
PfGluPho inh,ATG4B inhibitor,hIAP act,mIAP block,mIAP act,A3A deaminase,HKDC1 inh,hIAP inh,molecule
-22,3,1,19,0.81,3,-6,-4,CCCn1cc(C(CC(=O)O)C(=O)O)c2ccccc21 (stereo not given)
41,-8,1.1,5,0.95,0,5,-14,O=C(CSc1nc2ccc(Cl)cc2[nH]1)c1cccs1
0,2,1.1,-1,1,-1,-5,-6,COc1ccc(N(Cc2cc3ccc(C)cc3[nH]c2=O)C(C)=O)cc1
-3,-3,0.95,2,0.98,-2,-10,5,O=C(O)Cc1ccc(NC(=O)c2ccc(Cl)c(Cl)c2)cc1
-4,58*,0.88,-41,1.4,-3,-1,12,Cc1c(Cl)cccc1NC(=S)NCc1ccc2c(c1)OCO2
-2,7,1.1,-1,1,-2,12,-5,O=C(NCCO)c1nc(NCCO)c2ccccc2n1
-1,0,0.88,7,0.93,-3,1,12,CS(=O)(=O)N1CC(C(=O)NC2CCCC2)Oc2ccc(Cl)cc21 (stereo not given)
2,-14,1.1,-9,1.1,3,-1,-9,O=C(COC(=O)c1ccc(Br)o1)Nc1cccc(S(=O)(=O)N2CCCCCC2)c1
35,6,2.1*,-78,1.8,0,-6,-106,Cc1ccc(O)c(-c2cc(C(=O)NCc3ccccc3)[nH]n2)c1
2,-1,0.91,7,0.93,1,-10,9,O=C(N/N=C/c1ccco1)c1ccc(Br)o1
5,-4,0.98,5,0.95,2,-4,2,CCOc1ccc(C(=O)N2CCn3c2nc2ccccc23)cc1
6,-8,1,7,0.93,-1,0,-2,COc1cccc(N2CCN(c3ccc4nnc(CCC(=O)Nc5ccccn5)n4n3)CC2)c1
-11,0,0.98,-10,1.1,-4,-2,2,c1ccc(-c2nn3cnnc3c3ccccc23)cc1
-4,-7,0.93,18,0.82,-3,-6,7,CC(=O)N(c1nc(CCl)cs1)c1cccc(C)c1C
1,4,1,10,0.9,0,4,-2,CCCCn1c(SCc2cccc([N+](=O)[O-])c2)nc2ccsc2c1=O
6,2,0.84,0,1,-3,2,16,Cc1ccc(NC(=S)Nc2cc(C)on2)cc1
1,10,1.2,13,0.87,-2,-6,-19,CC(C)C(O)C1CCN(Cc2nc(Cc3ccccc3Cl)no2)CC1 (stereo not given)
-3,2,1,-12,1.1,2,5,-4,COC(=O)c1c(C)[nH]c(C(=O)COc2ccc3ccc(=O)oc3c2)c1C
nt,nt,1,12,0.88,-3,nt,0,COc1ccccc1C(C)NS(=O)(=O)c1cccs1 (stereo not given)
7,4,1,-66,1.7,-3,2,-4,Cc1ccc2[nH]cc(CCNC(=O)Nc3ccccc3)c2c1

# Results in A3A deaminase and mIAP block (four entries from above):
structure	A3A deaminase	mIAP block
c1ccc(-c2nn3cnnc3c3ccccc23)cc1	-4	-10
CCOc1ccc(C(=O)N2CCn3c2nc2ccccc23)cc1	2	5
Cc1ccc2[nH]cc(CCNC(=O)Nc3ccccc3)c2c1	-3	-66
Cc1ccc(NC(=S)Nc2cc(C)on2)cc1	-3	0

# (listing goes on)
PfGluPho inh,ATG4B inhibitor,hIAP act,mIAP block,mIAP act,A3A deaminase,HKDC1 inh,hIAP inh,molecule
-11,8,1,8,0.92,3,-3,-3,CC(=O)Nc1ccc(NC(=O)COC(=O)c2ccco2)cc1
4,0,0.95,5,0.95,-7,-3,5,CCCCOC(=O)C1=C(C)NC(=O)NC1c1ccc(OC)cc1 (stereo not given)
-6,4,1,-5,1.1,0,-9,-2,Cc1ccc(C(=O)NN2C(=O)C3C4C=CC(C4)[C@@H]3C2=O)cc1 (stereo not given in full)
13,-7,0.94,12,0.88,-4,4,6,Cc1c(C)c2ccc(Oc3ccc([N+](=O)[O-])cc3C(F)(F)F)c(C)c2oc1=O
5,-2,0.97,-1,1,8,-6,3,O=C(CN1CCN(C(=O)CN2C(=O)NC3(CCCC3)C2=O)CC1)Nc1cccc(F)c1
4,1,1.1,-1,1,-2,-5,-9,C[C@H]1COC(=O)[C@@H](CC(=O)OC(C)(C)C)C/C=C\C[C@H](CC(=O)NCCO)C(=O)N1
22,-5,0.91,-17,1.2,3,-4,9,O=C(CCc1ccc(S(=O)(=O)NCCc2ccccc2)cc1)Nc1ccc2c(c1)OCO2
nt,nt,1,-2,1,-6,nt,-5,CCOC(=O)C1=C(N)n2c(s/c(=C/c3ccccc3)c2=O)=C(C(=O)OCC)C1c1ccccc1 (stereo not given)
4,0,0.98,0,1,2,-5,2,CCC(=O)c1cc2c(cc1NC(=O)c1ccccc1)OCCO2
-20,2,1.1,6,0.94,-3,2,-12,CCCCCCC1/C(=N\NC(=O)c2ccccc2)CCC1C(=O)OC (stereo not given)
52,-4,1.2,-14,1.1,3,-6,-19,CC(OC(=O)c1ccccn1)C(=O)Nc1ccc(C(F)(F)F)cc1 (stereo not given)
-6,-8,0.85,6,0.94,5,-5,15,COc1ccccc1C(=O)COC(=O)CN1C(=O)c2ccccc2C1=O
2,-1,0.99,10,0.9,-1,-4,1,C/C(=N/NC(=O)c1cccs1)c1ccc(NC(=O)COc2ccc(Cl)cc2Cl)cc1
nt,nt,1.1,-1,1,1,nt,-8,Cc1ccc2nsnc2c1NC(=O)c1cccc([N+](=O)[O-])c1
13,-9,1,-6,1.1,-2,1,-3,CCOC(=O)N1CCC(NC(=O)c2ccc(OC)c(CN3CC(=O)N4CCCC4C3=O)c2)CC1 (stereo not given)
8,4,0.87,-1,1,-7,-8,13,Cc1cc(C)nc(SCCC(=O)Nc2ccccc2)n1
